XBP1 UPR activ: adaptive UPR (XBP1) activation; 330,000 tested, 0.33% active; CHO-XBP1 luciferase reporter, IRE1-XBP1 UPR activation, luminescence; percent of tunicamycin response, DMSO as zero; activation, % at 20 µM;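 active = versus positive control, 20 µM dose yields 30% or more activation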;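 note: 100% = tunicamycin at 10 µg/mL and 0% = DMSO only wells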
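assay system = CHO-XBP1 luciferase reporter cells | amount = 1000 cells/well | buffer or medium = F12 plus 10% FBS | compound dosing = single point, 20 µM final compound, 1% DMSO | incubation = 16-18 h cell attachment at 37 °C, then 6 h compound exposure | detection = Steady-Glo luminescence read | controls = tunicamycin 10 µg/mL and vehicle-only wells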
697 NFkB inh: lowers PMA/ionomycin-induced NF-kB signal in 697 B cells; 697 B-cell NF-kB luciferase reporter, 16 h; 330,000 tested, 0.33% active; inhibition, % at 4 µM; AID 435022; in the data active = inhibition above about 35%
Mdm2 MdmX PPI: disrupts the human Mdm2-MdmX interaction. O15151+Q00987. SaOS-2 split-luciferase Mdm2/MdmX complementation, luminescence. inhibition, % at 8 µM. 330,000 tested, 3% active. AID 485346;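 active = inhibition of at least 50% at 8 µM in the primary screen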
Target sequence (O15151 whole entry, looked up): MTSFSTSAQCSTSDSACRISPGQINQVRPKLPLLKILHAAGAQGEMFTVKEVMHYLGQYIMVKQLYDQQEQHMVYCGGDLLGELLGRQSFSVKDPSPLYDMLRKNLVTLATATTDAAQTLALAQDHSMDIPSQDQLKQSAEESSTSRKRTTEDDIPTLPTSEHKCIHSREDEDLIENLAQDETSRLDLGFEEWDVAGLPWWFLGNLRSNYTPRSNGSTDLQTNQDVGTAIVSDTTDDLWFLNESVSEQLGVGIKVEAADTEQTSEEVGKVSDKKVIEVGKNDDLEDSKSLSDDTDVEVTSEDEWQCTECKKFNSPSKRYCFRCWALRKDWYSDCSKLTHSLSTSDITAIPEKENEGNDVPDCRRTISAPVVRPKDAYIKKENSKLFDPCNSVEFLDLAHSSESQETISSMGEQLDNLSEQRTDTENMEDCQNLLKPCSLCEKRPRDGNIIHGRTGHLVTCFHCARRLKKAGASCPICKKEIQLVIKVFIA
Target sequence (Q00987 whole entry, looked up): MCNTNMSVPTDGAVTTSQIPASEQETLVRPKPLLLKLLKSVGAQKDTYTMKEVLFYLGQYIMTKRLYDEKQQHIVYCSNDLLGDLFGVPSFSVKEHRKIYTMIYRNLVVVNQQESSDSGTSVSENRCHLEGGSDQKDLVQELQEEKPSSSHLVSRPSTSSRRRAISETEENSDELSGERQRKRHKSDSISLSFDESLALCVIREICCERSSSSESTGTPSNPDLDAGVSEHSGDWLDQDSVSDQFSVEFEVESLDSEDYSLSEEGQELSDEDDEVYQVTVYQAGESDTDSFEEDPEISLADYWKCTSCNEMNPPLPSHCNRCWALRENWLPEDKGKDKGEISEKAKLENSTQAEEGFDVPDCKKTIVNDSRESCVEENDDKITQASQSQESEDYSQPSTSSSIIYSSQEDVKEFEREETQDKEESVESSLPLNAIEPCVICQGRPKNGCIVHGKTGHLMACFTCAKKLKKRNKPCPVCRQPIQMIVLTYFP
tim23-1 inh: growth inhibitors of tim23-1 mutant yeast; S. cerevisiae tim23-1 growth, BacTiter-Glo luminescence, 24 h; inhibition, % at 20 µM; 330,000 tested, 1.3% active;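 active = growth inhibition of the mutant yeast at or above 50%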;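 note: temperature-sensitive mutant grown at 25 °C; plate controls were DMSO-treated mutant yeast for no effect and medium wells lacking yeast for full effect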
CHOP UPR activ: activators of apoptotic arm of unfolded protein response (CHOP). CHO-CHOP luciferase reporter, UPR activation, luminescence; percent of tunicamycin response over DMSO baseline. activation, % at 10 µM. 330,000 tested, 0.34% active;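 active = at 10 µM dose, activation of 40% or more, normalized to positive control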;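 note: 100% = tunicamycin at 10 µg/mL and 0% = DMSO alone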
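Test system: CHO CHOP reporter cells. Input: 500 CHO-CHOP cells per well. Medium: F12 with 10% FBS. Technique: luciferase luminescence. Measure: percent activation relative to tunicamycin control. Dosing: 10 µM compound, 0.5% DMSO. Timing: 16-18 h cell attachment, then 6 h compound exposure, 37 °C.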
TIM10 inh: TIM10 yeast growth inhibition | S. cerevisiae TIM10 strain growth, BacTiter-Glo luminescence, 24 h | inhibition, % at 10 µM | 330,000 tested, 1.4% active | AID 463195;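 active = inhibition of 40% or more at the single tested concentration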;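 note: wild-type TIM10 isogenic control strain grown at permissive 25 °C; 0% = DMSO yeast wells and 100% = minimal medium wells without yeast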
tim10-1 inh: tim10-1 yeast growth inhibition. inhibition, % at 20 µM. 330,000 tested, 2.2% active. S. cerevisiae tim10-1 ts strain growth, BacTiter-Glo, 24 h. AID 463190;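 active = inhibition of at least 40%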;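 note: mutant grown at 25 °C; 0% = DMSO wells with yeast and 100% = wells holding no yeast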
Jurkat NFkB inh: lowers PMA/ionomycin-induced NF-kB signal in Jurkat cells; PMA/ionomycin-induced NF-kB luciferase reporter, luminescence; inhibition, % at 4 µM; 330,000 tested, 0.53% active; in the data active = inhibition above about 50%
Starred values were filed as active, the others as inactive; · = not tested or not shown.

SMILES	XBP1 UPR activ	697 NFkB inh	Mdm2 MdmX PPI	tim23-1 inh	CHOP UPR activ	TIM10 inh	tim10-1 inh	Jurkat NFkB inh
CCOc1ccc(NC(=S)c2ccncc2)cc1	0	-4	-27	3	4.9	6	18	19
Cc1c(CCC(=O)O)c(=O)oc2c(C)c(OCc3ccccc3Cl)ccc12	-5	7	-22	16	-2.4	3	24	10
CN1C(=O)C(=O)/C(=C(/O)c2ccc(Br)cc2)C1c1ccc(F)cc1 (stereo not drawn)	-4	-7	-31	-2	0.8	-13	-5	-9
COc1ccc(NC(=O)c2cccc(Oc3ccccc3)c2)cn1	5	-27	23	45	0.5	21	14	31
O=C1CCC(C(=O)OCc2cc(Cl)ccc2OC(F)F)N1 (stereo not drawn)	-3	17	5	2	-0.4	-3	12	2
COc1cc(-c2ccc(NC(C)=O)c(OC)c2)ccc1NC(C)=O	3	17	15	12	-0.2	11	15	4
CCOc1c2ccc(C(=O)NCCc3cccs3)cc2nn1CC	-3	-105	-79	5	1.0	4	-8	-130
COc1cc(C2NC(=O)NC(C)=C2C(=O)OC(C)C)ccc1OC(=O)c1ccco1 (stereo not drawn)	4	1	17	-1	-0.4	-7	4	4
O=C(c1ccc2c(c1)OCO2)N1CCNc2ccccc2C1	0	-39	7	2	2.2	-8	7	-12
Cc1cccc2cc(C(c3nnnn3Cc3ccc4c(c3)OCO4)N3CCCC3)c(=O)[nH]c12 (stereo not drawn)	-3	0	5	2	1.1	6	4	-28
COC(=O)c1cn(CC(=O)Nc2ccc(OC)cc2)c2ccccc12	-3	3	28	17	2.5	12	8	-19
Nc1nnc(N2CCCCCC2)s1	-2	-11	11	27	-0.2	7	14	-5
Cc1ccc(S(=O)(=O)N2c3ccccc3CC2C)cc1 (stereo not drawn)	0	-5	32	0	-1.1	-1	4	10
CCC(C)C(=O)Nc1nc(C)c(-c2csc(Nc3ccc(Cl)cc3)n2)s1 (stereo not drawn)	-1	14	21	41	10	44*	40*	-8
CN(Cc1cccs1)C(=O)c1ccc(S(=O)(=O)N2CCCCC2)cc1	-3	5	15	21	0.3	10	14	-2
CC1=C(C(N)=O)C(c2cccc(OCc3ccccc3)c2)n2nnnc2N1 (stereo not drawn)	-1	0	16	15	-4.4	11	17	8
CSc1ccc(/C=C(/NC(=O)c2ccccc2)C(=O)NCCCn2ccnc2)cc1	-2	14	4	6	0.2	4	-9	14
C=C(C)CN1C(=O)C(O)(CC(=O)c2ccc3c(c2)OCCO3)c2ccccc21 (stereo not drawn)	-3	15	-10	19	0.0	11	11	11
Cc1c(NC(=O)CN2C(=O)NC3(CCCCC3)C2=O)c(=O)n(-c2ccccc2)n1C	-1	15	-13	12	-0.8	14	-1	12
CCOC(=O)CC/C(C)=N\N=C1\SC(CC(=O)O)C(=O)N1c1ccccc1 (stereo not drawn)	-1	16	9	8	-1.0	0	-7	10
CS(=O)(=O)N1CCc2cc(C(=O)N3CCN(c4ccccc4F)CC3)ccc21	-6	1	7	21	0.8	7	-8	15
O=C(Nc1cccc(F)c1)c1ccc(Cn2cc([N+](=O)[O-])cn2)o1	0	11	15	4	1.5	0	-27	-9
O=C1CCN(CCc2ccccc2)CCN1CCO	-2	-9	-13	2	2.0	-5	-9	-2
O=C(COC(=O)c1ccc(F)c(S(=O)(=O)N2CCOCC2)c1)NC1CC1	2	-15	-2	8	-2.4	10	8	6
O=C(O)C1C2CCC(O2)C1C(=O)Nc1ccc(F)c(Cl)c1 (stereo not drawn)	-4	-21	-4	-10	1.4	-3	-12	-32
CC(C)c1ccc(NC(=O)CSc2nc(=O)[nH]c3c2CCCC3)cc1	0	-32	11	19	1.4	-5	5	0
CN(Cc1ccccc1)c1nc2c(c(=O)n(C)c(=O)n2C)n1CCCc1ccccc1	4	-30	7	7	0.6	17	13	1
O=C(CSc1ncccn1)NCc1cccs1	-1	8	3	-8	0.7	-21	21	-13
Cc1cc(C)n2nc(C(=O)Nc3nccs3)nc2n1	-1	-53	-65	4	2.1	4	9	-56
CC(CC(=O)Nc1ccc(Cl)c(S(=O)(=O)N2CCOCC2)c1)c1ccccc1 (stereo not drawn)	-1	-18	22	16	1.2	1	18	36
CCN(CC(=O)Nc1c(Cl)cccc1Cl)C(=O)C1CCN(c2ncnc3sc(C)c(C)c23)CC1	-4	-11	4	22	-0.6	0	4	-1
CCN(CC)C(=O)CSc1nc2ccccc2c(=O)n1OC(C)C	9	14	-2	30	-1.8	15	24	6
CCn1cnc2c1c(=O)[nH]c(=O)n2Cc1ccccc1	3	-1	-2	9	0.1	7	-5	1
C=CCn1c(=NC(=O)c2ccco2)sc2cc(C(=O)OC)ccc21	3	-32	9	-5	2.7	-15	-8	-28
O=C(Nc1nc(-c2ccc(S(=O)(=O)N3CCOCC3)cc2)cs1)c1ccccc1	3	-37	15	-5	3.8	6	8	30
CC1CCN(C(=O)CCc2nnc3ccc(N4CCC5(CC4)OCCO5)nn23)CC1	-4	0	15	19	-0.3	15	15	6
Brc1cccc(-c2nnc3sc(CNCc4ccco4)cn23)c1	-1	3	4	20	1.1	11	21	-11
COc1cc2c(cc1OC)C(C)N(C(=O)c1cc3c(=O)oc4ccc(C)cc4c3s1)CC2 (stereo not drawn)	1	11	7	18	0.1	-13	9	12
CC1Oc2ccccc2N(CC(=O)NC2CCCCC2)C1=O (stereo not drawn)	2	9	1	11	-0.1	4	12	1
O=C(CSc1ccccc1F)OCC(=O)N1CCN(C(=O)c2ccco2)CC1	1	-12	10	5	-1.3	1	-2	12
CCOC(=O)N1CCN(C(=O)c2c(-c3c(Cl)cccc3Cl)noc2C)CC1	-5	-9	-2	21	-0.7	10	16	-1
CSc1ccccc1NC(=O)CSc1cccc[n+]1[O-]	-2	8	0	-7	0.8	2	-5	3
CCCCCCCCCC(=O)N[C@@H]1c2cc(OC)c(OC)cc2C[C@H]1OCc1ccccc1	1	-79	89*	22	1.0	-4	7	·
ONC(=Nc1ccc(Cl)cc1)c1ccccc1Cl	1	12	24	29	1.2	39	43*	5
COc1ccccc1-c1nnc(SCC(=O)O)n1-c1ccc(C)cc1	-3	-21	-17	0	-1.3	-1	12	0
O=C(Cn1cnc2c(nnn2Cc2ccc(Cl)cc2)c1=O)NCc1ccco1	1	22	10	11	-1.3	-13	4	-6
O=[N+]([O-])c1ccc2nc(-c3ccc(Cl)cc3)n(OCc3ccccc3)c2c1	5	-241	-78	-13	2.8	21	27	-199
COc1ccc(Cl)cc1NC(=O)C(C)OC(=O)c1ccc(NS(=O)(=O)c2ccc3[nH]c(=O)[nH]c3c2)cc1 (stereo not drawn)	-4	10	24	-3	-1.0	7	-12	-4
COc1cc(/C=N/O)ccc1OCc1ccccc1Cl	9	-103	-170	19	4.1	11	36	-157
CCOC(=O)c1cnc(SCC)[nH]c1=O	-4	-2	-1	-11	0.5	-29	-29	9

Of the compounds above, 5 have a thiophene ring, fused or not:
SMILES	XBP1 UPR activ	697 NFkB inh	Mdm2 MdmX PPI	tim23-1 inh	CHOP UPR activ	TIM10 inh	tim10-1 inh	Jurkat NFkB inh
CCOc1c2ccc(C(=O)NCCc3cccs3)cc2nn1CC	-3	-105	-79	5	1.0	4	-8	-130
CN(Cc1cccs1)C(=O)c1ccc(S(=O)(=O)N2CCCCC2)cc1	-3	5	15	21	0.3	10	14	-2
O=C(CSc1ncccn1)NCc1cccs1	-1	8	3	-8	0.7	-21	21	-13
CCN(CC(=O)Nc1c(Cl)cccc1Cl)C(=O)C1CCN(c2ncnc3sc(C)c(C)c23)CC1	-4	-11	4	22	-0.6	0	4	-1
COc1cc2c(cc1OC)C(C)N(C(=O)c1cc3c(=O)oc4ccc(C)cc4c3s1)CC2 (stereo not drawn)	1	11	7	18	0.1	-13	9	12

Next section:
SMILES	XBP1 UPR activ	697 NFkB inh	Mdm2 MdmX PPI	tim23-1 inh	CHOP UPR activ	TIM10 inh	tim10-1 inh	Jurkat NFkB inh
CCOC(=O)C1=C(CC)NC2=C(C(=O)CCC2)C1c1ccc(OC)c(OC)c1 (stereo not drawn)	-1	12	-7	13	-0.3	1	12	-10
CCO/C(C)=N/n1c2nc3ccccc3nc2c2c(=O)n(Cc3ccccc3Cl)c(C)nc21	4	4	11	5	-0.9	18	21	4
CCCCN(CCCC)Cc1ccc(C(=O)NNC(=O)Nc2ccc(F)cc2)o1	0	17	29	-4	-0.2	-7	5	11
CC1(C)Cc2c(cnn2-c2ccc(F)cc2)C(NC(=O)c2ccc(=O)oc2)C1 (stereo not drawn)	-5	-21	13	16	1.8	14	25	-10
COc1ccc([C@@H]2[C@@H]3C(=O)N(C(C)(C)C)C(=O)[C@@H]3[C@]3(Cc4ccccc4)C(=O)N(c4cccc(C)c4)C(=O)N23)cc1	-9	6	3	16	2.7	-4	5	20
CCN(C(=O)C(C)OC(=O)CCCNC(=O)c1ccc(Cl)cc1)c1ccccc1 (stereo not drawn)	1	13	10	11	0.6	0	21	-1
O=C(NCc1ccccc1)c1ccc(S(=O)(=O)N2CCCc3ccccc32)cc1	-3	-20	8	17	0.8	-15	29	-8
O=C(CCc1ccccc1)NCc1ccccn1	-2	17	16	0	-0.8	-3	12	2
CC(NC(=O)C1CCN(S(=O)(=O)N2CCC3(CC2)OCCO3)CC1)c1ccccc1 (stereo not drawn)	0	1	9	7	-1.9	-3	8	-7
CC[C@@H]1C=C(C(=O)O)[C@H](c2ccc(Br)cc2)N1S(=O)(=O)c1ccc(C)cc1	-1	-5	-7	27	0.8	14	23	5
COc1ccccc1N1CSC2=C(C#N)C(c3ccc(SC)cc3)CC(=O)N2C1 (stereo not drawn)	-1	9	-17	1	-2.0	7	2	-1
NC(=O)Nc1ccc2c(c1)OCCO2	0	8	-32	-3	4.5	15	-5	-13
Cc1c(NC(=O)CSCc2ccccc2)cccc1C(=O)O	-5	-10	15	-3	-1.7	-2	7	-3

From PubChem
